Compound activity as filed in PubChem.
SARS 3CLpro inh = SARS-CoV 3CLpro protease inhibitors, primary screen, biochemical, quenched FRET; Replicase polyprotein 1ab (Severe acute respiratory syndrome coronavirus), P0C6X7; recombinant SARS-CoV 3CLpro, quenched FRET peptide cleavage; inhibition, % at 6 µM; AID 1706, 2009; 290,000 compounds, 0.14% hits; in the data active = inhibition above about 12%
PriA SSB inh = inhibitors of Klebsiella pneumoniae PriA binding to SSB C-terminal tail, primary screen, biochemical, AlphaScreen; AlphaScreen SSBct-PriA binding, biotinylated peptide; PriA–SSB C-terminal tail interaction (Klebsiella pneumoniae); AID 1272365, 2023; inhibition, % at 33 µM; 430,000 compounds, 0.6% hits; in the data active = inhibition mostly above about 37%, no sharp cut-off; inactive = mostly below about 20%;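 note: plate controls were negative control peptide for no effect and reference peptide for full effect; strong numbers were not always called active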
Anthrax LF prot = Bacillus anthracis LF protease inhibitors, primary screen, biochemical, multiplex microsphere, MLPCN library. 360,000 compounds, 0.12% hits. inhibition, % at 10 µM. multiplex microsphere protease cleavage assay. Lethal factor (Bacillus anthracis), P15917. AID 588501, 2011; note: plate controls were buffer without enzyme for full effect and enzyme alone for no effect
Target sequence (P15917 whole entry, looked up): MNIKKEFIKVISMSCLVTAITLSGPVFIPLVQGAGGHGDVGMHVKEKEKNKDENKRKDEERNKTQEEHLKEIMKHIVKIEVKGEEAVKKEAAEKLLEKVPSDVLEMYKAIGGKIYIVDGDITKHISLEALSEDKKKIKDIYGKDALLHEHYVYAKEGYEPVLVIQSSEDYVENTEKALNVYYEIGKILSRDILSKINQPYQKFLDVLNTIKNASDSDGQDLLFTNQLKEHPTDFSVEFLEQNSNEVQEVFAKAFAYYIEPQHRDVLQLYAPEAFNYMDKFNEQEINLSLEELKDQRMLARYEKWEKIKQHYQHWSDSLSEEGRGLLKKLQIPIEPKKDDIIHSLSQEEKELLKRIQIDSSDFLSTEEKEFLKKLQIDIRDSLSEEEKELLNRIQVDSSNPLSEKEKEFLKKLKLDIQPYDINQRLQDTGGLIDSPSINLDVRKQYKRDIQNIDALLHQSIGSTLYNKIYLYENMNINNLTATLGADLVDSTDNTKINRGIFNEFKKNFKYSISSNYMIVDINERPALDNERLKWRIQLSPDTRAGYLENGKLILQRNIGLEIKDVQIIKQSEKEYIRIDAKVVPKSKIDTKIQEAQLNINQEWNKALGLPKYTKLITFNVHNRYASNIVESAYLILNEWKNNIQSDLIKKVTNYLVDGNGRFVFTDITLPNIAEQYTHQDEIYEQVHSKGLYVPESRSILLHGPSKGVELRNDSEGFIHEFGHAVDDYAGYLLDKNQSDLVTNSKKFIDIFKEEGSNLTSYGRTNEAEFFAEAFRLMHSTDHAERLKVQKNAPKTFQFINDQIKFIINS
TcdB inh = TcdB glycohydrolase inhibitors, primary screen, biochemical, single point, plate reader; Toxin B (Clostridioides difficile), P18177; TcdB glycohydrolase enzymatic assay; inhibition, % at 9.99 µM; 350,000 compounds, 0.24% hits; AID 652162, 2013; in the data active = inhibition above about 10%
Yp Topo-I inh = Yersinia pestis topoisomerase I inhibitors, primary screen, biochemical, cleavage product accumulation, plate reader, single point; DNA topoisomerase I (Yersinia pestis CO92); activity, % at 10 µM; AID 504884, 2011; 360,000 compounds, 0.064% hits; Y. pestis Topo-I cleavage product accumulation; in the data active = activity above about 50%, passing the limit was not always enough; inconclusive = no clear call, values can overlap the other calls; note: inactives centre near 2
PfHsp40 yeast = rescue of yeast from PfHsp40 toxicity, primary screen, S. cerevisiae, ATP luminescence; AID 504582, 2011; S. cerevisiae expressing PfHsp40, growth rescue; growth rescue, % at 12.5 µM; 340,000 compounds, 0.68% hits; in the data active = growth rescue above about 28%, passing the limit was not always enough; inconclusive = no clear call, values can overlap the other calls;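 note: yeast W303a lacking pdr1 and pdr3 grown in galactose medium; growth measured after three days at 30 °C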
PrPC surface inh = inhibitors of human cell surface prion protein PrPC, primary screen, cell-based, TR-FRET | 370,000 compounds, 0.43% hits | TR-FRET read-out | inhibition, % at 13.8 µM; in the data active = inhibition above about 24%; note: 0% = median of the test wells and 100% = reference compound wells
BH1578 lux ind = inducers of Vibrio cholerae quorum light production without autoinducers, primary screen, BH1578 luxS cqsA deficient, single point | V. cholerae BH1578 lux reporter, luminescence, 6 h | activation, % at 18.7 µM | AID 588436, 2011 | 350,000 compounds, 0.16% hits; in the data active = activation mostly above about 9.7%, no sharp cut-off; inconclusive = no clear call, values can overlap the other calls; inactive = mostly below about 3.7%; note: not every result past the cut was called active; inactives centre near 0; reference of the scale not given here
BoNT A protease = BoNT/A light chain protease inhibitors, primary screen, biochemical, flow cytometry, MLPCN library. Botulinum neurotoxin type A light chain protease (Clostridium botulinum A str. ATCC 3502). multiplex microsphere protease substrate cleavage. inhibition, % at 10 µM. 360,000 compounds, 0.17% hits. AID 588499, 2011; note: plate controls were buffer without enzyme for full effect and enzyme alone for no effect
* hit, by the source's call; i = inactive; ? = inconclusive; / = no result given. Cut-off read from the data, not from the text of the source, unless noted: active = inhibition above about 30%; inconclusive = no clear call, values can overlap the other calls; inactive = below that. These rows are one share of the data (hit frequency here may not be typical).

SMILES | SARS 3CLpro inh | PriA SSB inh | Anthrax LF prot | TcdB inh | Yp Topo-I inh | PfHsp40 yeast | PrPC surface inh | BH1578 lux ind | BoNT A protease
COc1ccc([C@@H](NC(=O)OC(C)(C)C)C(=O)OC(C)(C)C)cc1 | / | -3 | -4 | 1.3 | 12 | 1.4 | 6 | 0.0 | -0.1
COc1ccc2c(=O)c3c(=O)n(-c4ccccc4)c(-c4ccco4)nc3oc2c1 | -5 | 4 | 0 | 1.5 | -4 | -0.6 | -1 | -0.3 | 0.1
CCOC(=O)CNC(=O)c1ccc(C)cc1 | 0 | 7 | -3 | / | 0 | -0.7 | -5 | 1.0 | -0.7
COc1ccc(CCN2C(=O)CSC2c2ccc(OC)c(OC)c2)cc1OC (stereo not given) | 6 | -14 | 0 | 0.9 | -5 | -1.0 | -1 | 4.0 | -0.2
O=C(CN1CCN(CC(=O)Nc2ccccc2Cl)CC1)Nc1ccc(F)c(F)c1 | 2 | -8 | 7 | 0.3 | 15 | 1.2 | -7 | i | -2.8
O=C(/C=C/c1cccs1)N1CCN(c2ccccc2)CC1 | 2 | -6 | -3 | -0.2 | 14 | 1.3 | 3 | i | -1.0
COc1ccccc1OC(C)C(=O)N1CC(=O)Nc2ccccc21 (stereo not given) | -4 | -5 | -20 | 0.7 | -3 | -0.3 | 3 | 2.3 | 1.5
CCOC(=O)C1=C(C)NC(=O)NC1c1c(O)ccc2ccccc12 (stereo not given) | 1 | -5 | -2 | 2.5 | 7 | -1.1 | -10 | / | -0.9
CCC(=O)Nc1ccc(S(=O)(=O)c2ccc(NC(=O)CC)cc2)cc1 | -5 | -2 | -8 | / | 2 | -0.7 | -7 | -0.3 | -3.0
COc1ccc2cc3cc(C(=O)N4CCCCCC4)oc3nc2c1 | 5 | -10 | 2 | / | 32 | 0.6 | / | -0.3 | -1.5
C[C@]12CC[C@@H]3c4ccc(O)c(O)c4CC[C@H]3[C@@H]1CC[C@@H]2O | 5 | 2 | -12 | -48 | -1 | 0.7 | 7 | i | 0.2
CN(CC(=O)NC(=O)NC1CCCCC1)c1ccccc1 | / | -3 | -2 | -0.3 | 7 | -2.0 | 1 | i | 2.4
c1cncc(-c2nnc(SCc3nc4ccccc4[nH]3)o2)c1 | 0 | -2 | 3 | / | -4 | -1.1 | -1 | -0.3 | 2.8
O=c1n(-c2ccccc2)c(=O)n(Cc2ccccn2)n1Cc1ccccn1 | -2 | 3 | 0 | / | -9 | 0.1 | -3 | / | 0.4
CCOC(=O)CSc1nc(N)cc(=O)[nH]1 | 1 | -12 | -1 | / | -7 | -0.4 | 4 | -0.3 | 0.4
COc1ccc(CNC(=O)CCC(=O)N2CC(C)Oc3ccccc32)cc1 (stereo not given) | 0 | 0 | -4 | 1.9 | -2 | -0.1 | -7 | -0.2 | -0.8
COc1ccc(C(=O)Nc2cnc3sc(C)nn3c2=O)cc1 | 0 | -3 | -5 | 2.1 | 8 | -0.1 | -4 | 2.2 | 0.2
CC(Nc1cc(=O)n(C)c(=O)[nH]1)c1ccccc1 (stereo not given) | -2 | -1 | -1 | / | 6 | -0.4 | 11 | -4.6 | -0.4
CC1Cc2[nH]c(=S)[nH]c(=O)c2C(C)O1 (stereo not given) | / | / | -1 | -2.9 | / | / | 3 | / | 0.6
O=C1C[C@@H]2c3c(cccc3CN1Cc1ccc(Br)cc1)C[C@@H](O)[C@H]2O | / | -1 | 0 | -0.9 | -10 | -0.5 | 5 | 2.7 | 0.2
COc1ccccc1NC(=O)C1CCCN(C(=O)Nc2ccc(F)cc2)C1 (stereo not given) | 3 | 3 | -1 | 0.2 | 3 | 0.6 | -2 | 0.8 | -0.6
CC(=O)c1cccc(NC(=O)Nc2cccs2)c1 | -2 | 5 | -4 | / | -3 | 0.1 | 6 | i | -0.4
COc1ccc(NC(=O)N2CCC(C(=O)c3ccc4c(c3)OCCO4)CC2)cc1 | -4 | -11 | 0 | -0.5 | 22 | 1.3 | 6 | i | -0.6
CC(C)(C)C1CCc2nc(NC(=O)Cc3cn4ccsc4n3)sc2C1 (stereo not given) | 3 | -9 | 0 | / | 62* | 0.6 | 10 | / | 0.1
CC/C(=N\NC(=S)Nc1ccccc1)c1c(O)[nH]c(=O)[nH]c1=O | 3 | / | -5 | 0.1 | 8 | -0.9 | -6 | i | -0.6

Brought forward from above: four compounds; new compounds follow.
SMILES | SARS 3CLpro inh | PriA SSB inh | Anthrax LF prot | TcdB inh | Yp Topo-I inh | PfHsp40 yeast | PrPC surface inh | BH1578 lux ind | BoNT A protease
CC(=O)c1cccc(NC(=O)Nc2cccs2)c1 | -2 | 5 | -4 | / | -3 | 0.1 | 6 | i | -0.4
COc1ccc(NC(=O)N2CCC(C(=O)c3ccc4c(c3)OCCO4)CC2)cc1 | -4 | -11 | 0 | -0.5 | 22 | 1.3 | 6 | i | -0.6
CC(C)(C)C1CCc2nc(NC(=O)Cc3cn4ccsc4n3)sc2C1 (stereo not given) | 3 | -9 | 0 | / | 62* | 0.6 | 10 | / | 0.1
CC/C(=N\NC(=S)Nc1ccccc1)c1c(O)[nH]c(=O)[nH]c1=O | 3 | / | -5 | 0.1 | 8 | -0.9 | -6 | i | -0.6
CC1CCN(C(=O)c2cccc(S(=O)(=O)N3CCCc4ccccc43)c2)CC1 | / | -15 | -4 | -0.1 | 26 | 0.7 | -1 | 5.6 | 0.4
COc1cccc(-c2cccc(NC(=O)C3CCN(Cc4cccc(C)n4)CC3)c2)c1 | -1 | -9 | -2 | 0.3 | 7 | -0.2 | -12 | -0.4 | 0.2
COCCn1c(=S)[nH]c2cc(C(=O)NCCc3ccccc3)ccc2c1=O | -1 | -1 | -2 | 1.3 | -5 | 0.4 | -4 | i | 1.0
COc1ccccc1-c1nn(-c2ccccc2)cc1C(=O)NCC(c1ccco1)N1CCCC1 (stereo not given) | / | -1 | -17 | -0.7 | 13 | -0.6 | -5 | i | -1.0
COc1cc(-c2nc3oc4ccccc4c(=O)c3c(=O)n2Cc2ccco2)cc(OC)c1OC | 2 | -8 | 6 | / | 7 | -0.5 | 3 | i | -0.1
Fc1ccccc1-n1[nH]nnc1=S | 0 | -16 | -1 | / | -12 | -0.7 | 2 | i | 1.0
CCCCc1ncc(CN2CCN(Cc3ccc(C)cc3)C(CCO)C2)[nH]1 (stereo not given) | -2 | 4 | -1 | 2.3 | 0 | 1.0 | -7 | i | 0.0
COc1cccc(C(=O)OCn2nnc3ccccc3c2=O)c1 | 0 | -10 | -5 | 1.0 | -5 | 1.8 | 1 | i | 0.2
CCOC(=O)c1c(NC(=O)c2cc(CC(C)C)on2)sc(C(C)=O)c1C | -10 | -6 | -4 | 4.9 | 4 | -1.0 | -2 | i | 0.4
C/C(=N\NC(=S)Nc1ccc(F)cc1)C1CC1 | -7 | / | -5 | 1.2 | -7 | -1.1 | 1 | -8.8 | 0.4
Cc1c(O)c2ccccc2oc1=O | 4 | -10 | -1 | 1.2 | 10 | -0.7 | 11 | i | 0.5
COc1cccc(C(=O)N2CCC(N3CC(C)OC(C)C3)CC2)c1 (stereo not given) | 5 | 6 | -1 | / | -5 | 0.0 | 5 | -0.3 | -0.2
CN(C)c1ccc(/C=N/NC(=O)CCc2nc3ccccc3[nH]2)cc1 | 4 | i | -4 | -0.9 | -1 | -0.4 | -5 | 0.5 | 0.0
CCCCn1c(=O)c2ccccc2n2c(=S)[nH]nc12 | -1 | -6 | -4 | 4.9 | 8 | 11 | -3 | -0.2 | -1.1
Cc1ccccc1-n1nc(C)c2cc(C(=O)N3CCN(S(=O)(=O)c4ccc(Cl)cc4)CC3)sc21 | 0 | -2 | -2 | / | 31 | -0.7 | -3 | i | -0.1
COC(=O)[C@@H]1C2CCC(C(=O)Nc3ccccc3)(CC2)[C@@H]1C(=O)OC | -1 | -7 | 0 | / | -2 | -1.4 | -5 | i | -0.1
O=C(CCCC(=O)Nc1ccccc1Br)N/N=C/c1c(F)cccc1Cl | -1 | / | -4 | 0.7 | -7 | -1.8 | 6 | -0.4 | -0.7
CCOC(=O)Cn1nnnc1C(CC)N(Cc1cccs1)Cc1cc2ccc(OC)cc2[nH]c1=O (stereo not given) | -2 | -4 | 8 | / | 30 | 2.3 | -2 | i | -0.6
O=C(c1ccco1)N1CCCC(c2nc3c(nnn3Cc3ccccc3)c(=O)[nH]2)C1 (stereo not given) | 3 | 5 | -1 | -3.3 | 13 | -1.9 | 1 | -0.4 | -0.5
O=C(NC1=NCCS1)C1CC(=O)N(c2ccccc2)C1 (stereo not given) | -6 | -19 | 4 | / | 2 | -0.7 | 2 | i | -0.2
COc1ccc(C2N=C(Nc3ccc(C)cc3)Nc3nc(C)cc(=O)n32)cc1 (stereo not given) | -2 | -6 | -2 | / | 4 | 3.6 | 8 | -1.8 | -0.8
Cc1cccc(NC(=O)CC2Nc3cccc4cccc(c34)NC2=O)c1 (stereo not given) | 7 | 27 | -4 | 1.2 | -12 | 0.4 | -1 | i | ?
CC(C)(C)N(Cc1ccccc1)C(=O)c1ccc2c(c1)OCCO2 | -4 | -14 | -3 | / | 26 | 3.2 | -2 | -0.3 | -0.5
CC1(C)Cc2c(cnn2-c2ccccc2)C(=O)/C1=N\NC(=O)c1ccccc1 | -3 | / | -5 | 1.3 | -8 | -0.3 | -6 | i | -0.7
CCOC(=O)C(CCc1ccccn1)c1ccccc1 (stereo not given) | / | -5 | -4 | -0.6 | 16 | -1.8 | 0 | -5.6 | -1.5
SMILES | SARS 3CLpro inh | PriA SSB inh | Anthrax LF prot | TcdB inh | Yp Topo-I inh | PfHsp40 yeast | PrPC surface inh | BH1578 lux ind | BoNT A protease
CC1=C(C(=O)O)N2C(=O)C(NC(=O)c3ccccc3Cl)C2SC1 (stereo not given) | 0 | 1 | -18 | 1.1 | -2 | -0.1 | -1 | -0.3 | 1.4
Cc1nc2ccc(NC(=O)c3ccc(Br)o3)cc2s1 | -3 | -17 | -4 | 1.2 | 2 | 0.7 | 8 | -0.5 | -0.2
COc1ccc(/C=C2\SC(=S)N(NC(=O)c3csc4c3CCCC4)C2=O)cc1 | 0 | -13 | 10 | / | -8 | 1.5 | 8 | 0.1 | 4.4
Cc1cccc(C(=O)NNC(=O)c2ccccc2-n2cccc2)c1 | 2 | -2 | -1 | 1.6 | 3 | 8.8 | -6 | 1.3 | 0.8
c1cc(CSc2nnc(-c3ccc4c(c3)OCO4)o2)ccn1 | -1 | -1 | 10 | / | 0 | 1.1 | 3 | i | -0.9
COc1ccc2[nH]c(=O)c(CN(C(=O)c3cccnc3)c3cc(C)ccc3C)cc2c1 | 1 | -13 | -22 | 0.8 | 5 | 0.2 | 7 | -0.2 | -17
CN1CCC(=NNC(=O)C(=O)Nc2ccccc2F)CC1 | 0 | -7 | 0 | -8.2 | 4 | -0.4 | -8 | i | -0.8
CCOC(=O)c1ccc(O)c(-n2cc3c(c2-c2ccccc2)c(=O)n(C)c(=O)n3C)c1 | / | / | 0 | 0.9 | / | / | 6 | / | 0.6
COc1ccccc1C(=O)CN1C(=O)NC2(CCc3ccccc32)C1=O (stereo not given) | / | 4 | 6 | -0.2 | 0 | 1.9 | -3 | -1.4 | -1.5
O=C(CN1CCN(c2ccc(O)cc2)CC1)Nc1ccc2c(c1)OCCO2 | 2 | 16 | -8 | -7.7 | -11 | 0.9 | 0 | -0.3 | -0.9
